# LEDGF integ inh: blocks HIV-1 LEDGF/p75-dependent DNA integration | AID 743269 | 0.64% of 370,000 active | inhibition, % at 3.7 µM | TR-FRET IN-LEDGF/p75 DNA integration, Eu/Cy5;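 active = inhibition above the screen-wide mean plus 3 SD, cut at about 13% in these data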;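 note: signal is the Cy5 over europium emission ratio at 671 and 618 nm; 0% = plate median of compound wells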
# HTRA1 inh: inhibitors of human serine peptidase HTRA1. Q92743. recombinant HTRA1, FP-rhodamine activity-based probe, fluorescence polarization. inhibition, % at 5.96 µM. 0.5% of 340,000 active. AID 504803; in the data active = inhibition above about 36%;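 note: 0% = enzyme with DMSO and 100% = wells lacking enzyme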
# PG9 binder: small molecules binding HIV-1 gp120 antibody PG9; TR-FRET gp120-PG9 antibody binding; inhibition, % at 6.7 µM; 0.43% of 360,000 active; in the data active = inhibition above about 8.5%
# rCAG RNA binder: r(CAG) repeat RNA binding. TO-PRO-1 dye displacement fluorescence. inhibition, % at 3 µM. 1.3% of 370,000 active. AID 651821;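 active = inhibition above the plate cutoff, the mean of all test compounds on that plate plus 3 SD, cut at about 35% in these data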;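 note: 0% = DMSO alone and 100% = 100 µM mitoxantrone as full dye displacement; higher means more dye released from RNA so lower well fluorescence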
# PRMT1 FP inh: inhibitors of human PRMT1; AID 652257; 1.3% of 370,000 active; recombinant PRMT1, activity-based probe fluorescence polarization; inhibition, % at 2.79 µM;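 active = inhibition above about 21% made by adding two undisclosed values, limit read from the data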
# TCR-CD3 inh: human TCR-CD3 binding inhibition. TAMRA-labeled TCR probe fluorescence, biochemical. inhibition, % at 9.4 µM. 0.37% of 360,000 active; in the data active = inhibition above about 19%;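 note: recombinant mutant TCR 2C K166C tagged with TAMRA read by polarization; 0% = receptor in buffer alone and 100% = receptor with positive control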
# SIAE inh: inhibitors of human sialic acid acetylesterase SIAE; 0.69% of 370,000 active; Q9HAT2; SIAE FP-Rh probe binding, fluorescence polarization; inhibition, % at 9.66 µM;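 active = inhibition above a cutoff: mean of compounds within the control limits plus 3 SD of those, cut at about 17% in these data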;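 note: 0% = plate median of compound wells and 100% = probe without SIAE protein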
# Target sequence (Q9HAT2 whole entry, looked up): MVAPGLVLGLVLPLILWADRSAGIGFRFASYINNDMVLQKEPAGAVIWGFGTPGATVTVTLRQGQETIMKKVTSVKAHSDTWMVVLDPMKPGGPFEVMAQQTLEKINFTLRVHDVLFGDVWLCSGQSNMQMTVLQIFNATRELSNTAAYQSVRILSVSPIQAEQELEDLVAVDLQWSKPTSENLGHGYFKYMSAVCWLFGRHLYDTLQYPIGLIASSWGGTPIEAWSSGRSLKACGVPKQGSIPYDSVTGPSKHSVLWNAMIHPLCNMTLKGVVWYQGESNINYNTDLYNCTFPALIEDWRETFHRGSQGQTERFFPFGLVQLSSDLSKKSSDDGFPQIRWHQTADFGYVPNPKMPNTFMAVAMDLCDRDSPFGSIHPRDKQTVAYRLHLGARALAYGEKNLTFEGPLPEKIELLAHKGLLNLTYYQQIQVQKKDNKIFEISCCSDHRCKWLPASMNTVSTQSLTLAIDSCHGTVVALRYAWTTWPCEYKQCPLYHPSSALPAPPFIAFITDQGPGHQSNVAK
# TDP2 absorb: blocks human TDP2 phosphodiesterase activity; recombinant TDP2, T5PNP hydrolysis, p-nitrophenol absorbance 415 nm; inhibition, % at 12.8 µM; 0.34% of 370,000 active; AID 720702;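 active = inhibition above the mean of all tested compounds plus 3 SD, set per campaign, cut at about 25% in these data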;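 note: 0% = DMSO with enzyme and 100% = buffer with substrate but no TDP2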
#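 Incubation: 2 h at 37 °C; Test system: recombinant human TDP2; Quantity: enzyme 120 nM; Read-out basis: percent inhibition; Medium: 50 mM Tris-HCl pH 7.5 with Mg2+, KCl, DTT, BSA; Repeats: single replicate; Compound: 12.8 µM single point, 1% DMSO; Signal: epi absorbance; Reagent: 5 mM T5PNP chromogenic substrate; Benchmarks: no-enzyme high, DMSO-plus-enzyme low.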
# mABHD4 FP: inhibitors of mouse ABHD4; purified mABHD4, FP-Rh probe fluorescence polarization; inhibition, % at 8.92 µM; 0.54% of 370,000 active; Q8VD66;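 active = inhibition exceeding the mean over every tested compound plus 3 SD, cut at about 30% in these data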;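 note: 0% = plate median of compound wells and 100% = S159A mutant with DMSO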
#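 Material: mouse ABHD4 enzyme, wild type; Benchmarks: S159A mutant high control, sample median low control; Buffer or medium: HEPES pH 7.0, NaCl, Pluronic buffer; Signal: fluorescence polarization; Read-out: percent inhibition of probe binding, normalized to plate controls; Timing: pre-incubation 45 min, probe exposure 60 min, at 25 °C; Dosing: 8.92 µM, single dose.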
# Rev-erbA mod: modulates human Rev-erb alpha binding to DNA. 0.79% of 370,000 active. activity, % at 10 µM. Rev-erbα–FITC-DNA binding, fluorescence polarization, 90 min. P20393;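 active = activity above about 14%, limit read from the data; passing the limit was not always enough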;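 note: 0% = DMSO wells with 35 nM protein and 100% = DMSO wells with 750 nM protein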
# Target sequence (P20393 whole entry, looked up): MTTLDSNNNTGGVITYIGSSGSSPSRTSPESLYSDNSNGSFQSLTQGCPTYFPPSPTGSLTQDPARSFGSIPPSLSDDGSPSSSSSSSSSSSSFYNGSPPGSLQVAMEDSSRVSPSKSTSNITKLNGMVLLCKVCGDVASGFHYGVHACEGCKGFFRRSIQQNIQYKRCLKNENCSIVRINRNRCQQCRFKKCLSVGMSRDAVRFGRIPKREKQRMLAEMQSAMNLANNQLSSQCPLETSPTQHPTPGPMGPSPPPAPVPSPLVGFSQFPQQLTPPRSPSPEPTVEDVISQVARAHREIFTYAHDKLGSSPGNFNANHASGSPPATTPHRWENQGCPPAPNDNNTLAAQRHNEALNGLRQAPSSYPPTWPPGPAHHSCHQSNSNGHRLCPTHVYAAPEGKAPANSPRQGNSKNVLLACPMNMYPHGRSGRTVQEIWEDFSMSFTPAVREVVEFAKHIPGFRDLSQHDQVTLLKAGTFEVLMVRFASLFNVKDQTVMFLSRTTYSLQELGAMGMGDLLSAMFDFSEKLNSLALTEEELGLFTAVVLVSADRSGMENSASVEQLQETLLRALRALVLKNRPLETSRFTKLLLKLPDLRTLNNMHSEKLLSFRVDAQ
# * = called active by the depositor; . = not tested or not shown. This is a subset (hit frequency here may not be typical).
SMILES,LEDGF integ inh,HTRA1 inh,PG9 binder,rCAG RNA binder,PRMT1 FP inh,TCR-CD3 inh,SIAE inh,TDP2 absorb,mABHD4 FP,Rev-erbA mod
Cc1ccc(C2=NCCn3c2c2ccccc2[n+]3[O-])cc1,1,-3,-3.5,-6,1,-4,10,16,10,0
CCOCCc1nnc(NC(=O)CCC2CCCCC2)s1,0,1,-0.3,-4,-4,1,-1,2,1,3
CCCC(=O)N(Cc1cc2cc(OC)ccc2[nH]c1=O)c1ccccc1OC,-1,5,-4.0,-1,1,-3,10,0,3,1
COc1ccc(S(=O)(=O)Cc2ccc(C(=O)N3CCC(C(N)=O)CC3)o2)cc1,-1,-3,-1.2,-1,6,-3,4,3,-5,-7
O=c1ccc(/C=C/c2ccccc2)nn1Cc1ccc(Cl)cc1Cl,-2,-5,-1.8,0,-3,-5,-1,3,-5,2
O=C(Nc1ccc(N2CCN(C(=O)c3ccco3)CC2)cc1)c1ccco1,0,8,-2.8,6,-2,-4,1,-4,3,-6
O=C(Nc1ccc(-c2nc3ccccc3[nH]2)cc1)c1c(F)c(F)c(F)c(F)c1F,-1,-7,0.8,-1,-3,5,-6,-1,-1,2
CCc1nc2ccc(C(=O)NCCOc3ccc(OC)cc3)cn2c1N(CC)Cc1ccc(OC)c(OC)c1,2,.,-1.2,-1,0,-4,-1,-3,-5,4
CCCn1nc(C(=O)N2CCCc3ccccc32)c2ccccc2c1=O,0,0,-1.9,-5,7,-6,2,-6,2,0
COc1ccc(Cn2c(-c3ccco3)nc3oc4cc(OC)ccc4c(=O)c3c2=O)cc1,0,1,0.8,7,0,1,-4,-13,6,.
COc1cccc(NC(=O)COC(=O)c2cc(=O)c3ccccc3o2)c1,3,7,-2.0,1,-1,0,1,-5,7,-1
O=c1[nH]ncc2c3ccccc3n(Cc3ccccc3)c12,-2,-11,3.9,12,5,9,2,-4,-21,4
O=C(COC(=O)CNS(=O)(=O)c1ccc(F)c(F)c1F)NC1CC1,0,-6,1.1,1,-2,6,4,10,0,-2
CCC(=O)NCCCCNC(=O)CC,-1,1,-2.6,1,-3,6,-5,9,3,-2
CN1CCCCC1(C)C(=O)NCc1ccc(C(C)(C)C)cc1 (stereo unspecified),1,.,-1.3,-3,-3,4,3,2,4,2
COC(=O)N/N=C(C)/C=C/c1ccccc1,2,1,-0.8,0,-1,5,3,-2,3,-1
CCn1c(O)c(/C=C2\C=Nc3ccccc32)sc1=O,5,0,-2.3,8,-3,1,3,1,-6,0
N#Cc1ccccc1-c1ccccc1C(=O)N1CCCCC1,-3,10,-2.2,-3,0,1,1,1,-3,0
CCc1ccc(NC(=O)Nc2cccs2)cc1,2,7,-0.4,19,1,-5,0,4,3,-5
O=C1CC(C(=O)N2CCOCC2)C2(CCCC2)O1 (stereo unspecified),-1,6,1.0,-1,4,1,9,-4,-2,-2
Cc1cc(OC(C)C(=O)NCc2cccnc2)c2c(C)c(Cc3ccccc3)c(=O)oc2c1 (stereo unspecified),0,-6,-3.3,0,-2,1,-5,2,2,107*
CCOC(=O)C1CCCN(C(=O)COc2ccc(N(C)S(=O)(=O)c3ccc(F)cc3)cc2)C1 (stereo unspecified),2,-4,-1.1,-5,-2,9,1,11,0,1
COc1ccc(/C=C2\N=C(C(C)(C)C)OC2=O)c(OC)c1,6,1,0.7,0,-5,5,-3,3,6,9
CN(C(=O)CSc1nnc(-c2ccncc2)n1-c1ccccc1)C1CCS(=O)(=O)C1 (stereo unspecified),-10,-1,0.6,-2,2,-6,0,-3,0,-7
O=C(Nc1cccc(-c2cnc3ccccc3n2)c1)c1ccncc1,6,-6,-1.0,-4,-3,0,-16,-11,-4,5
N=C1c2ccccc2CN1NC(=O)c1cccc(S(=O)(=O)N2CCCC2)c1,89*,3,-2.3,-2,-1,2,4,16,-1,-6
COc1ccc(NC(=O)c2oc3ccccc3c2NC(=O)C(C)(C)C)cc1,5,-44,-1.7,6,6,-3,1,-23,-31,5
CCCCCCn1c(=O)n2n(c1=O)C[C@]1(OC(=O)NCc3ccccc3)CN(S(=O)(=O)c3ccc(C)cc3)C[C@]1(O)C2,2,-41,-2.0,2,-3,-14,-7,-3,-14,3
CCOC(=O)c1c[nH]c2c3c(ccc2c1=O)CCCC3,2,-4,-0.7,8,3,-5,0,9,1,-1
COc1ccc(CCN2CC(C(=O)NCc3ccc(F)cc3)CC2=O)cc1OC (stereo unspecified),0,1,-0.3,-4,1,3,0,6,1,4
C=CC[C@@H](CC(=O)NCCO)C(=O)N[C@@H](C)COC(=O)[C@H](CC=C)CC(=O)OC(C)(C)C,4,3,-0.1,-2,-2,-5,-3,1,-3,-4
CCOc1ncccc1-c1nc(-c2cccs2)no1,-1,-4,-1.7,-4,-2,2,4,0,-4,-4
Cc1ccc(S(=O)(=O)N2CCCC2c2cccc3[nH]cc(C)c23)cc1 (stereo unspecified),4,.,.,3,1,.,-2,-6,1,11
CCC[C@H]1[C@@H](NCc2cccs2)CC[C@@]23CCCN2C(=O)CCC[C@@H]13,4,.,.,.,-7,.,5,-13,0,21*
Cc1ccc(OCCCN2C(=O)C(=O)c3cccc(C)c32)cc1,-1,-71,-0.5,2,-3,-3,13,-14,4,-1
CCOC(=O)C1(CCc2ccccc2)CCN(C(=O)CN2C(=O)CSC2=O)CC1,-6,-6,1.3,-4,2,-4,-7,7,-1,1
Cc1cc(SCC(=O)NCC2CCCO2)nc2ccccc12 (stereo unspecified),2,-6,12*,-4,-4,2,-1,10,-7,7
Cn1c(SCC(=O)Nc2ccccc2O)nnc1-c1ccco1,0,6,-2.3,-2,2,-3,2,2,-3,4
COc1ccc2[nH]c(=O)c(COC(=O)c3cccs3)cc2c1,-1,-13,33*,2,2,-3,-8,10,-7,3
COc1ccccc1-c1ccc(NC2CCCCC2)nn1,1,-7,-1.9,-5,0,8,2,-8,-13,-4
N#Cc1ccc(C(C(=O)NC2CCCCC2)n2c(=O)c(-c3ccccc3)nc3ccccc32)cc1 (stereo unspecified),1,.,0.6,8,-2,0,-9,5,-18,-1
Cc1ccc(C(=O)N/N=C\c2ccc(OC(=O)c3cccc(F)c3)cc2)cn1,-1,1,1.5,0,9,-2,1,-10,-8,-2
Cc1ccc(C(=O)N(C)CC(=O)Nc2cccc(C)c2C)o1,-2,-7,-2.1,2,-1,2,-5,-1,1,-2
CCNC(=O)c1cc2c(c(-c3cccc(-c4ccccc4F)c3)n1)[C@@H](CCO)N(C(=O)CC)C2,4,.,-1.1,1,-8,-2,-3,-6,0,0
O=C(O)c1ccccc1N=Cc1c(O)n(-c2nccs2)c(=O)c2ccccc12,-3,-3,-0.1,8,2,4,-4,-2,11,-9
CSc1ccc(S(=O)(=O)NCc2ccccc2)cc1,-4,-4,0.0,-1,2,-4,2,-12,-3,1
COCc1cn(-c2ccc3c(c2)[C@@]2(CC(=O)N(C)C2c2ccccc2)C(=O)N3CC(C)C)nn1 (stereo partly specified),5,.,.,-3,-5,.,-58,-2,3,7
Clc1cccc(Cl)c1OCCCCN1CCCCC1,-3,3,-2.0,1,1,0,2,15,9,0
Cc1ccc(NCC(O)C(O)C(O)CO)c(N=Nc2ccccc2)c1C (stereo unspecified),4,22,-1.7,2,-4,2,11,-6,7,5
CN1CCc2c(sc3c2C(=O)NC(c2cccs2)N3)C1 (stereo unspecified),2,8,-4.3,-5,10,8,-1,9,4,-2

# New compounds follow
SMILES,LEDGF integ inh,HTRA1 inh,PG9 binder,rCAG RNA binder,PRMT1 FP inh,TCR-CD3 inh,SIAE inh,TDP2 absorb,mABHD4 FP,Rev-erbA mod
COc1ccccc1C(=O)N1CCN(Cc2nc3cc([N+](=O)[O-])ccc3n2C)CC1,-3,-1,-1.0,1,-3,6,2,13,1,0
Cc1ccccc1C(=O)N1CCN(c2ccc(N3CCOCC3)nn2)CC1,1,-1,-0.1,-2,-1,-1,-4,2,-2,9
S=c1[nH]nc(CCc2nc3ccccc3[nH]2)n1-c1ccccc1,-1,0,-3.1,0,0,3,4,-8,0,-2
Cc1ccc2nc(SCC(=O)NCc3ccco3)nc(=O)n2c1,-5,3,1.1,-2,8,2,-1,-1,-12,5
CC1(C)Cc2cccc(OCC(=O)N3CCN(c4ccccc4Cl)CC3)c2O1,0,-7,0.4,-7,3,2,8,9,-6,-4
COc1ccccc1-c1nnc(SCC(=O)Nc2ccc(S(N)(=O)=O)cc2)n1N,0,5,-1.1,0,0,0,-4,5,0,-6
CCCn1c(CNS(=O)(=O)c2ccc(C)cc2)nc2ccccc21,-1,-1,-1.7,-1,-1,2,16,1,2,3
CC1(C(=O)NCc2cccs2)Cc2c(-c3ccc(C(N)=O)cc3)ccnc2O1 (stereo unspecified),-2,.,0.8,1,1,-1,-6,11,5,-12
COc1ccccc1-c1cc(-c2ccccc2)nc(SC(C(N)=O)c2ccccc2)c1C#N (stereo unspecified),3,-2,8.2,4,2,-3,-14,1,1,39*
COc1ccc(-c2cc3ccccc3s2)cc1[C@H]1[C@H]2C=CC[C@@H](C)[C@@H]2C(=O)N1Cc1ccccc1,1,-11,0.8,3,2,4,-3,-1,-4,6
CC(C)N1CCc2c(sc(NC(=O)c3ccco3)c2C(N)=O)C1,-2,-5,-1.2,1,4,-1,-1,2,-7,0
O=C(N/N=C/c1cc(Cl)ccc1O)C(=O)Nc1ccccc1OC(F)(F)C(F)F,-1,25,-1.0,6,-1,18,7,-2,20,-4
COc1ccccc1N1CCN(CC(=O)N(CC(C)C)c2c(N)n(CC(C)C)c(=O)[nH]c2=O)CC1,-4,-3,0.5,-8,3,-1,-2,-2,-4,0
C[C@@H]1[C@H](O)C[C@@]23COC(=O)C2=CCCC3[C@@]1(C)CCC1COC(=O)C1 (stereo partly specified),0,-1,0.0,0,3,-3,3,1,-1,3
COC(=O)c1ccccc1NC(=O)Nc1cccc(C)n1,-1,2,0.1,-1,0,1,1,2,0,-1
Cc1ccc(C)c(OCC(=O)O/N=C(\N)c2ccccn2)c1,-1,-8,-0.4,-4,-2,3,3,-2,0,-3
CCOc1ncccc1C(=O)OCC(=O)Nc1ncc(C(F)(F)F)cc1Cl,5,-2,-1.1,-4,-2,5,7,2,-4,-6
CCC(=O)N(C)CCc1cc2c(c(OC)c1/C=N/NC(=O)c1ccccc1O)OCO2,1,2,-0.7,3,-2,1,3,-1,4,-3
C=CCn1c(SCc2nc(N)nc(N3CCCCC3)n2)nnc1-c1ccco1,-5,3,1.4,-4,2,-4,2,18,-1,-5

# Sorted by number of heavy atoms (descending): some entries from above.
SMILES,LEDGF integ inh,HTRA1 inh,PG9 binder,rCAG RNA binder,PRMT1 FP inh,TCR-CD3 inh,SIAE inh,TDP2 absorb,mABHD4 FP,Rev-erbA mod
COc1ccccc1N1CCN(CC(=O)N(CC(C)C)c2c(N)n(CC(C)C)c(=O)[nH]c2=O)CC1,-4,-3,0.5,-8,3,-1,-2,-2,-4,0
CCOc1ncccc1C(=O)OCC(=O)Nc1ncc(C(F)(F)F)cc1Cl,5,-2,-1.1,-4,-2,5,7,2,-4,-6
C[C@@H]1[C@H](O)C[C@@]23COC(=O)C2=CCCC3[C@@]1(C)CCC1COC(=O)C1 (stereo partly specified),0,-1,0.0,0,3,-3,3,1,-1,3

# Bioassay records as filed in PubChem BioAssay.
